Screening data from PubChem.
Gal4-VP16 FLuc: VP16 counterscreen qHTS for inhibitors of ROR gamma transcriptional activity; Drosophila S2 Gal4-VP16 UAS-luciferase, luminescence, 20 h; Potency, µM (titrated, usually from 53.6 µM), for inactives: at the highest dose activity, negative = inhibition, actives largely listed as inhibitors; 310,000 tested, 3.5% active;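 further: Gal4-VP16 expression switched on by copper sulfate through the metallothionein promoter; on the % scale 0 is the no-effect control and ±100 the full control effect; nearly all actives have a fitted effect of over 50% in size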
Rab9 prom act: qHTS Assay for Rab9 Promoter Activators | Huh7 Rab9 promoter-luciferase reporter, luminescence, 24 h | Potency, µM (doses to about 9.22 µM), inactives show at the highest dose activation, negative = inhibition, usual class: activators | 320,000 tested, 2.8% active; further: % of control where 0% means no effect; nearly all actives have a fitted effect of over 60% in size
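Using Huh7 cells stably transfected with Rab9 promoter–luciferase, compounds were incubated 24 h at 37 °C, 5% CO2; luciferase luminescence was read 10 min after reagent addition.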
uPA generation: qHTS for Inhibitors of Cell Surface uPA Generation; cell surface uPA generation assay, qHTS; Potency, µM (titrated, usually from 38.3 µM), for inactives: at the highest dose activity change, negative = inhibition, hits mostly inhibitors; 330,000 tested, 0.31% active; AID 540303, 2011; active means well fitted inhibition curve with a large enough effect; inconclusive means small, poorly fitted or top-dose-only effect; inactive means no such curve, though single readings can be large or run the other way; tested in mouse RAW 264.7 cells; further: on the % scale 0 is the no-effect control and ±100 the full control effect; nearly all actives have a fitted effect of over 55% in size
ELG1 genotox: qHTS screen for small molecules that induce genotoxicity in human embryonic kidney (HEK293T) cells expressing luciferase-tagged ELG1; HEK293T ELG1-luciferase reporter, luminescence, 16 h; 330,000 tested, 1.3% active; Potency, µM (top dose mostly 46 µM), without a hit: top-dose activity change, positive = activation, actives largely listed as activators; further: % of control where 0% means no effect; nearly all actives have a fitted effect of over 60% in size
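Genotoxicity was scored as increased ELG1-luciferase reporter signal, measured by ONE-Glo luminescence (30 min, room temperature). Compound or vehicle exposure of the HEK293T reporter cells lasted 16 hr at 37°C.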
RORgamma inh: qHTS for inhibitors of ROR gamma transcriptional activity; Drosophila S2 Gal4-RORgamma UAS-luciferase reporter, 20 h; AID 2551, 2010; Nuclear receptor ROR-gamma (Mus musculus), P51450; 310,000 tested, 5.4% active; Potency, µM (series often up to 53.6 µM), without a hit: at the highest dose activity change, negative = inhibition, usual class: inhibitors; further: on the % scale 0 is the no-effect control and ±100 the full control effect; nearly all actives have a fitted effect of over 60% in size
Target sequence (P51450 whole entry, looked up, the tested form may be a part): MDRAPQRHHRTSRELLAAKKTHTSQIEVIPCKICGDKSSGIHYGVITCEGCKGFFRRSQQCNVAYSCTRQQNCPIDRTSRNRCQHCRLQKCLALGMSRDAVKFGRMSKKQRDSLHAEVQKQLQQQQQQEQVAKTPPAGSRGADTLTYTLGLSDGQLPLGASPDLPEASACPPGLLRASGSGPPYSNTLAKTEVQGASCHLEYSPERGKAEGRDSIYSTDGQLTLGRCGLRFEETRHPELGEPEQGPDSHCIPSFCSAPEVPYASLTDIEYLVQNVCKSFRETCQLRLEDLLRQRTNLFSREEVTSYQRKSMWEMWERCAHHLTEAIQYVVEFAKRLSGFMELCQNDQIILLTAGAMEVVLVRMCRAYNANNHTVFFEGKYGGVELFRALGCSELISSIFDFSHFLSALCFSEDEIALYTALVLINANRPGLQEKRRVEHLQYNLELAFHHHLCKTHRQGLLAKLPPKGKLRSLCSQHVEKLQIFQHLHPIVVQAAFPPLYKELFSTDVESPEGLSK
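ROR gamma transcriptional activity was tracked as Gal4-UAS luciferase output in stably transfected Drosophila Schneider cells, with compound added 1 hr before 700 uM copper sulfate induction and a 20 hr ambient-temperature incubation.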
FLuc modulator: qHTS profiling assay for firefly luciferase inhibitor/activator using purifed enzyme and Km concentrations of substrates (counterscreen for miR-21 project) | purified FLuc, Km substrates, luminescence inhibition | AID 588342, 2011 | 360,000 tested, 6.9% active | Potency, µM (titrated, usually from 57.5 µM), without a hit: at the top dose activity change, negative = inhibition, actives largely listed as inhibitors;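 further: plate controls were vehicle for no effect and reference inhibitor for full effect; nearly all actives have a fitted effect of over 55% in size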
Target sequence (P08659 whole entry, looked up): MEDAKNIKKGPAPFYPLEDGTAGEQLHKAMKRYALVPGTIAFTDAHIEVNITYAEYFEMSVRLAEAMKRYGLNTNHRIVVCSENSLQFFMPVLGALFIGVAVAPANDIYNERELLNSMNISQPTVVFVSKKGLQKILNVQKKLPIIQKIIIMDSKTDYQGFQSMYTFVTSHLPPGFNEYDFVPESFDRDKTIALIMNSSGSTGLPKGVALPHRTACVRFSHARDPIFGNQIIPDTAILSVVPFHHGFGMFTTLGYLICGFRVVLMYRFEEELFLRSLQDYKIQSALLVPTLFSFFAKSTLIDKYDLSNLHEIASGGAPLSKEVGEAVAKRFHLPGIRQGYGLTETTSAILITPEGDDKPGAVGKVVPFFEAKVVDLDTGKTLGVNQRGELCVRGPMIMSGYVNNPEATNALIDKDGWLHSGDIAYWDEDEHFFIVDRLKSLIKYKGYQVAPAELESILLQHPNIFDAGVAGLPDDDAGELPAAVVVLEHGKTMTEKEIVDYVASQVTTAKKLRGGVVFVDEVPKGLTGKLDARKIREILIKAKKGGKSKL
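Purified P. pyralis luciferase, 10 nM final, with Km-level 10 uM D-luciferin and 10 uM ATP in 50 mM Tris acetate pH 7.5, 10 mM Mg acetate, 0.01% Tween-20, 0.05% BSA; 6-point qHTS titration about 60 µM downward; luminescence read.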
NPC1 promoter act: qHTS Assay for NPC1 Promoter Activators | 320,000 tested, 2.4% active | Huh7 NPC1 promoter luciferase reporter, 24 h | Potency, µM (top dose mostly 9.22 µM), for the others: at the top dose activation, most hits filed as activators | AID 485313, 2010;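 further: % of control where 0% means no effect; nearly all actives have a fitted effect of over 60% in size; reporter is driven by a mutant NPC1 promoter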
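Compounds in DMSO were transferred onto Huh7 NPC1-luciferase reporter cells pre-incubated 2 h; after 24 h at 37 °C, Amplite reagent was dispensed and luminescence recorded 10 min later.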
BRCA1 expr act: qHTS Assay to Identify Small Molecule Activators of BRCA1 Expression; 380,000 tested, 1.1% active; Potency, µM (highest dose often 46.1 µM), inactives show top-dose activation, usual class: activators; MCF7-BRCA1-FFLuc reporter, luminescence, 48 h; response scale: scaled: vehicle 0%, 10 µM genistein 100%; further: nearly all actives have a fitted effect of over 80% in size; some results filed as inactive show a strong effect at the top dose
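Cells: MCF7-BRCA1-FFLuc, 2000/well. Exposure: 48 h, 37 °C, 5% CO2. Read: luminescence, 15 min post-substrate. Controls: genistein 10 microM (maximal activation), DMSO (neutral).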
p53 reactivation: qHTS assay for re-activators of p53 using a Luc reporter | H1299 p53-A138V BP100-luciferase reporter, luminescence, 24 h | Potency, µM (top dose mostly 92.2 µM), without a hit: at the highest dose activity change, positive = activation, most hits filed as activators | 320,000 tested, 0.063% active; further: % of control where 0% means no effect; nearly all actives have a fitted effect of over 45% in size
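H1299 (p53-null), stable ts p53-A138V + BP100-Luc; 1000 cells/well, Opti-MEM/10% FBS; cpd 4 pt, 1:5; 24 h, 37 deg C, 5% CO2; detection reagent 10 min RT; luminescence.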
MBNL1-CUG inh: qHTS Assay for Inhibitors of MBNL1-poly(CUG) RNA binding; Muscleblind-like protein 1 (Homo sapiens), Q9NR56; TR-FRET MBNL1-His/biotin-(CUG)12 binding, 665/545 ratio; Potency, µM (highest dose often 57.5 µM), inactives show at the highest dose activity change, negative = inhibition, most hits filed as inhibitors; 280,000 tested, 0.036% active; AID 2675, 2010; active means well fitted inhibition curve with a large enough effect in the signal ratio, with a control signal flat, not every such curve was filed as active; inconclusive means small, poorly fitted or top-dose-only effect, or effect the other way, or a change in a side signal; inactive means no such curve, though single readings can be large or run the other way; the % refers to the signal ratio; further: on the % scale 0 is the no-effect control and ±100 the full control effect
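Compound titration spanned 92 nM–58 uM against the MBNL1-His/biotin-(CUG)12 complex. After 60 min at room temperature with 5 nM streptavidin-XL665 and 0.055 ng/ul terbium anti-His, ratiometric 665/545 nm emission (Ex 340 nm) normalized to controls.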
* = called active by the depositor; u = inconclusive; x = not tested or not shown; [ ] = remark or other dose. Unless noted, the call rests on the fitted dose curve; in most records, active means well fitted curve in the direction sought with a large enough effect; inconclusive means small, poorly fitted or top-dose-only effect, or another doubt; inactive means no such curve, though single readings can be large; an effect the other way counts as inactive or inconclusive. Potency means the concentration at half of the fitted maximal effect.

SMILES | Gal4-VP16 FLuc | Rab9 prom act | uPA generation | ELG1 genotox | RORgamma inh | FLuc modulator | NPC1 promoter act | BRCA1 expr act | p53 reactivation | MBNL1-CUG inh
Cc1nc2c(sc3nc4c(cc32)COC(C)(C)C4)c(=O)n1Cc1ccccc1 | 9.6% | u | 0.0% | u | 11.3% | 23.9µM* | 25.6% | 29.9% | 4.6% | 1.4%
Cc1cc(/C=N/NC(=O)c2cccc(F)c2)c(C)n1-c1ccccc1 | 12.6µM* | 1.58µM* | u | u | 5.62µM* | 1.2µM* | 3.16µM* | u | u | x
Cc1sc2nc(COC(=O)c3ccc(N4CCCC(C)C4)c([N+](=O)[O-])c3)[nH]c(=O)c2c1C (stereo not given) | 25.2% | -2.1% | -0.9% | 0.7% | -6.3% | 1.8% | -2.5% | -7.7% | -3.4% | -11.3%
Cc1cc(NC(=O)C(C)SCC(=O)N(Cc2ccccc2)c2ccccc2)no1 (stereo not given) | x | -10.7% | 1.8% | -7.7% | x | 3.8% | 2.2% | 4.8% | -10.1% | x
CCOC(=O)c1cc2ccccc2n1CC(=O)c1ccccc1 | 3.4% | 0.1% | -6.6% | -0.4% | 0.8% | -0.9% | -2.8% | -3.4% | -0.3% | -5.7%
O=C(NN1C(=O)/C(=C/c2ccc(O)cc2)SC1=S)c1ccccc1O | 16.4% | -6.8% | -5.2% | -4.8% | -2.9% | u | -0.5% | 3.0% | 1.0% | u
NC(=O)c1ccccc1Nc1nc2nc3ccccc3c(=O)n2cc1Br | 5.7% | -3.8% | 2.0% | -2.3% | 1.8% | -5.3% | 1.2% | 26.2% | 8.6% | 23.9%
CC(=O)c1ccc(N2CCN(C(=O)C(=O)c3c(C)[nH]c4ccccc34)CC2)cc1 | -2.6% | 5.1% | 2.2% | -2.6% | u | 4.8% | -3.1% | 1.2% | -2.3% | -2.6%
C=CCNc1nc(N2CCCCC2)c(C#N)c2c1CN(Cc1ccccc1)CC2 | 3.7% | 1.8% | 0.9% | -18.3% | u | -0.4% | 4.6% | -58.8% | u | 11.3%
COc1ccccc1NC(=O)/C=C/c1ccc2c(c1)OCO2 | -16.3%[10 µM] | u | u | 13.0% | 13.4% | 6.75µM* | 27.8% | 65.0% | u | u
CC(C)(C)NC(=O)CN(Cc1ccco1)C(=O)CCC(=O)Nc1nccs1 | -3.8% | -1.2% | 0.4% | -0.6% | -1.3% | -2.4% | -1.4% | 0.3% | 7.6% | 1.3%
CCCn1cc(S(=O)(=O)CC(=O)Nc2ccc(OC)cc2OC)c2ccccc21 | 9.6% | -1.3% | 5.1% | -5.4% | -41.1% | 0.2% | -6.0% | -5.2% | -0.9% | 7.4%
C#CCOCCOCCOCCNc1nc(N2CCN(C(=O)[C@H](Cc3cc4ccccc4[nH]3)n3cc([C@@H](N)CC(C)C)nn3)CC2)nc(N2CCN(C(=O)[C@H](Cc3cc4ccccc4[nH]3)n3cc([C@@H](N)CC(C)C)nn3)CC2)n1 | 15.8µM* | 13.8% | 18.4% | 7.9% | u | -1.3% | 1.6% | -17.6% | -1.4% | -19.0%
CC(=O)Nc1nonc1NC(=O)c1ccc(C(C)(C)C)cc1 | -4.2% | 3.55µM* | -0.9% | 19.2% | 38.2% | u | u | -4.2% | u | -0.3%
COCCNC(=S)N1CCN(Cc2cccc(OC)c2)CC1 | 2.7% | -3.5% | -0.2% | -4.0% | -15.9% | 3.1% | -4.6% | -5.1% | -5.1% | -4.9%
CCCC(=O)Nc1sc2c(c1C#N)CCCC2 | u | 18.6% | -5.6% | u | u | u | 15.9% | 42.1% | u | 3.0%
O=C(c1cncc(Br)c1)N1CCN(S(=O)(=O)c2ccc3ccccc3c2)CC1 | x | x | -11.1% | -3.8% | x | x | x | -38.7% | -7.9% | x
Cc1cc(S(=O)(=O)Nc2ccc(C(=O)NCCCN3CCCC3=O)cc2)ccc1F | x | -7.0% | 0.6% | -1.0% | x | -0.4% | -3.0% | -17.3% | 1.7% | x
Cn1c(N)c(C(=O)COC(=O)c2ccc(Cl)c(S(=O)(=O)N3CCCCC3)c2)c(=O)n(C)c1=O | 4.8% | 5.9% | 3.2% | 0.2% | -8.0% | 13.1% | 3.6% | -0.4% | -12.8% | u
O=C(CSc1nnc(COc2ccccc2)o1)N1CCOCC1 | -4.7% | -12.7% | 6.4% | 4.0% | 0.112µM* | 5.7% | -0.5% | 8.3% | -0.3% | 5.0%
O=C1[C@H]2[C@H](ON3CCCC[C@H]23)C(=O)N1c1ccc(Cl)cc1 | -5.4% | -12.7% | 2.3% | 4.3% | 12.5% | 1.1% | -5.4% | 22.5% | 0.9% | 1.4%
N#Cc1ccc(OCCOCCNC2CCCC2)cc1 | -2.7% | -4.8% | -0.4% | 0.7% | -7.8% | -1.5% | -1.8% | -3.7% | -5.1% | -0.5%
Cc1ccc(S(=O)(=O)N2CCOCC2)s1 | 4.8% | -3.3% | -1.0% | 1.1% | 4.3% | 3.3% | -3.8% | -2.6% | 0.9% | 2.1%
CC(C)Cc1nnc(NC(=O)CCc2c[nH]c3ccccc23)s1 | -4.2% | 8.1% | -1.9% | -3.1% | 36.0% | -10.2% | 4.6% | 0.0% | 1.6% | -13.3%
O=C(c1ccco1)N(CCCN1CCOCC1)c1nc(-c2ccc(F)cc2)cs1 | 4.5% | 1.1% | 6.1% | -7.2% | -26.5% | -13.7% | -3.2% | -20.5% | -30.1%[inhibitor] | 135.1%[activator]
CCCCN(C)C1CCN(C(=S)Nc2cccc(SC)c2)CC1 | 10.5% | -2.4% | -3.8% | -0.8% | -8.0% | 2.6% | -1.7% | -29.0% | 8.4% | -2.2%
COc1ccc(S(=O)(=O)N2CCCC2)c(C)c1C | 3.7% | -3.3% | -4.1% | 6.2% | 2.0% | 4.2% | -1.3% | 1.5% | -6.2% | -9.4%
O=C(Nc1ccccc1)C(Cc1cccs1)c1nn[nH]n1 (stereo not given) | 8.0% | -0.3% | 1.1% | 1.9% | 5.8% | 5.2% | -1.4% | 32.7% | 6.0% | -3.3%
O=c1[nH]nc(CSCc2ccccc2Cl)[nH]1 | -12.1% | x | -5.3% | x | 13.7% | 2.1% | x | -5.1% | x | -1.0%
COc1cccc(C(=O)NC(=S)Nc2ccccc2N2CCCCC2)c1 | 5.01µM* | -0.5% | 4.6% | -6.3% | 2.51µM* | 2.2% | -8.1% | -19.5% | 26.5% | 3.6%
Cn1ccnc1SCC(=O)Nc1ccc2c(c1)COC2=O | 22.3% | 16.5% | -1.2% | 6.9% | u | u | -5.7% | 17.6% | u | u
Cc1cc(NC(=O)Nc2ccc(F)c(Cl)c2)no1 | x | 18.5% | x | 3.9% | -0.1%[0.365 µM] | -1.4% | 22.2% | 2.9% | 29.0% | -6.1%
CC(C)(C)NC(=O)CSc1nc2cc(S(=O)(=O)N3CCCCC3)ccc2o1 | x | x | 1.1% | -5.6% | x | x | x | -25.5% | 0.8% | x
Cc1ccc(C(=O)OCC(=O)c2ccc(Cl)s2)s1 | 15.2% | 21.2% | 3.6% | u | u | 2.69µM* | 1.1% | 18.1% | u | 6.9%
Cc1nonc1NC(=O)c1ccc(Cl)c(S(=O)(=O)N2CCCCC2)c1 | -2.6% | -4.2% | 1.2% | -19.5% | 10.9% | -1.1% | -0.4% | -19.2% | -1.5% | -4.4%
Cc1ccc(-c2nn3c(-c4ccco4)nnc3c3ccccc23)cc1S(=O)(=O)N1CCOCC1 | 0.4% | 5.5% | x | -3.6% | 0.0% | -0.4% | -2.0% | x | 0.7% | -3.5%
CCOC(=O)c1c(C)nc2c3ccccc3ccn12 | -8.2% | 2.24µM* | -8.5% | 4.11µM* | u | 3.79µM* | 18.0% | u | u | -4.0%
O=C(NCc1ccccn1)Nc1ccc(F)c(Cl)c1 | 3.9% | -0.4% | -6.5% | 3.4% | 36.9% | 5.1% | -1.3% | 30.8% | 10.4% | -5.5%
CCOC(=O)C1C(=O)C=C(c2cccs2)CC1c1ccccc1 (stereo not given) | -66.7% | 0.3% | 3.5% | -7.3% | 0.1% | -14.9% | 3.0% | -5.9% | -5.0% | u
Cc1cc(=O)oc2cc(OCC(=O)NCCCN3CCCC3=O)ccc12 | -3.6% | 2.2% | 6.8% | 1.2%[9.26 µM] | -20.5% | -1.5% | 0.1% | -0.9% | 6.1% | 3.8%
CS(=O)(=O)N(CC(=O)N1CCCC1)c1ccccc1Br | -14.1% | -3.0% | 3.4% | -0.3% | 2.0% | 0.1% | 0.5% | 11.0% | x | 1.6%
